Bioassay records from PubChem BioAssay.
TRHR ag = qHTS for Small Molecule Agonists and Allosteric Enhancers of Human TRH Receptor: Primary Screen for Agonists; TRHR cells, calcium flux fluo-8, FDSS agonist mode; Thyrotropin-releasing hormone receptor (Homo sapiens), P34981; activation, % at 2 µM; 360,000 compounds, 0.18% hits; in the data active = activation above about 30%; also: 0% is about no effect
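Read-out: compound-evoked intracellular calcium rise in TRHR cells, fluo-8 dye, kinetic FDSS fluorescence at 1 s/cycle following a 10-cycle baseline. Cells cultured overnight before dye loading (30 min–1.5 h, RT).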
POLB inh = qHTS Assay for Inhibitors of DNA Polymerase Beta; 340,000 compounds, 1.3% hits; AID 485314, 2010; Potency, µM (top dose mostly 114 µM), for the others: top-dose activity change, negative = inhibition, hits mostly inhibitors; Pol beta primer extension/strand displacement, fluorescence kinetic; also: potency is read from the fitted curve at half-maximal effect; % is scaled to controls: 0 for no effect and ±100 for the full control effect
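Curves were derived by four-parameter Hill fits of normalized qHTS data. The kinetic fluorescent primer-extension read was taken at 0 and 10 min after 50 nM substrate, following a 15 min room-temperature preincubation of 10 nM enzyme with compounds.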
Pol iota inh = qHTS for Inhibitors of Polymerase Iota; AID 588590, 2011; DNA polymerase iota (Homo sapiens), Q9UNA4; Potency, µM (doses to about 115 µM), without a hit: at the top dose activity, negative = inhibition, most hits filed as inhibitors; 390,000 compounds, 1% hits; Pol iota fluorescent replication assay, 10 min; also: potency is read from the fitted curve at half-maximal effect
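Pol iota at 10 nM preincubated 15 min with compounds at room temperature; reaction started with fluorescent substrate, 50 nM final. Fluorescence read kinetically at 0 and 10 min; buffer-only wells as negative control.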
BLM helicase inh = qHTS Assay for Inhibitors of Bloom's syndrome helicase (BLM) | RecQ-like DNA helicase BLM (Homo sapiens), P54132 | recombinant BLM DNA unwinding, fluorescence dequenching | Potency, µM (series often up to 56.1 µM), inactives show at the top dose activity change, negative = inhibition, actives largely listed as inhibitors | 350,000 compounds, 0.2% hits | AID 2528, 2010;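 also: potency is read from the fitted curve at half-maximal effect; plate controls were vehicle for no effect and no enzyme for full effect; nearly all actives have a fitted effect of over 35% in size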
Anesthetic bind = qHTS Assay for Identification of Novel General Anesthetics; apoferritin/1-aminoanthracene competitive binding, fluorescence; Potency, µM (top dose mostly 77.5 µM), inactives show at the top dose activity change, negative = displacement, actives largely listed as inhibitors; 350,000 compounds, 0.074% hits; AID 485281, 2010; also: potency is read from the fitted curve at half-maximal effect; % is scaled to controls: 0 for no effect and ±100 for the full control effect; nearly all actives have a fitted effect of over 20% in size
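In PBS, apoferritin at 10 uM is loaded with 1-AMA from a 50% saturated solution. After 10 min of compound exposure at ambient temperature, reduced 535 nm fluorescence indicates probe displacement.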
ERG-DNA inh = qHTS for Small Molecule Inhibitors of the ERG Ets/DNA interaction | fluorescence polarization, His-ERG Ets domain / labelled DNA | AID 624246, 2012 | Potency, µM (titrated, usually from 76.9 µM), for the others: at the top dose FP activity, negative = inhibition, actives largely listed as inhibitors | Transcriptional regulator ERG (Homo sapiens), P11308 | 370,000 compounds, 0.028% hits; active = well fitted inhibition curve with a large enough effect in the polarisation, with a control signal flat; inconclusive = small, poorly fitted or top-dose-only effect, or effect the other way, or a change in a side signal; inactive = no such curve, though single readings can be large or run the other way; the % refers to the polarisation;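 also: polarization taken with two DNA probes labelled with fluorescein and Texas red; potency is read from the fitted curve at half-maximal effect; % of control where 0% means no effect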
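His-tagged ERG Ets domain (1 uM in the protein solution; 300mM KCl, 50mM Tris-HCl, 1mM EDTA, 1mM DTT, pH 7.5) received compound, then a probe mix of 5 nM fluorescein-DNA and 100nM Texas-615-DNA. Fluorescence polarization was read for both dyes.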
Pol kappa inh = qHTS for Inhibitors of Polymerase Kappa; 400,000 compounds, 0.53% hits; Potency, µM (doses to about 107 µM), for the others: at the highest dose activity, negative = inhibition, actives largely listed as inhibitors; DNA polymerase kappa (Homo sapiens), Q9UBT6; purified Pol kappa, fluorescent DNA synthesis assay, 10 min; also: potency is read from the fitted curve at half-maximal effect; % is scaled to controls: 0 for no effect and ±100 for the full control effect
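Kinetic fluorescence readout at 0 and 10 min followed reaction start with substrate at 50 nM final. Beforehand, enzyme (10 nM Pol kappa) stood 15 min with compound at room temperature; buffer-only wells were negative controls.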
APEX1 inh = qHTS Assay for Inhibitors of the Human Apurinic/apyrimidinic Endonuclease 1 (APE1); recombinant APE1, TAMRA/BHQ-2 abasic DNA cleavage fluorescence; AID 2517, 2012; Potency, µM (series often up to 65.8 µM), inactives show at the highest dose activity change, negative = inhibition, usual class: inhibitors; 350,000 compounds, 0.35% hits;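 also: potency is read from the fitted curve at half-maximal effect; plate controls were vehicle for no effect and reference inhibitor for full effect; nearly all actives have a fitted effect of over 55% in size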
Target sequence (P27695 whole entry, looked up): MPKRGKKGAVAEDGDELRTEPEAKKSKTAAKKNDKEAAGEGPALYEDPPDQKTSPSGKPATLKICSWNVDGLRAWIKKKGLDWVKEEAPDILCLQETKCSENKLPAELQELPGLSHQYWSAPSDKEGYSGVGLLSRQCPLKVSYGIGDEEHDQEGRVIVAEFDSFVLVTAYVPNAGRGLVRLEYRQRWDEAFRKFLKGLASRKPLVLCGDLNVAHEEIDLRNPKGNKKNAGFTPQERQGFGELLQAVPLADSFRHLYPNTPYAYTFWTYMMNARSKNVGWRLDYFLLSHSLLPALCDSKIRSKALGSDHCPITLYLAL
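Endonuclease cleavage of a quenched abasic-site DNA duplex (50 nM) by APE1 (0.75 nM) was tracked by TAMRA dequenching. Compounds were preincubated with enzyme 15 min at room temperature; data normalized to buffer-only and DMSO wells plus NSC13755 control.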
ALOX12 inh = Primary qHTS assay for inhibitors of human arachidonate 12S-lipoxygenase (ALOX12): Round 2; AID 1671190, 2021; 580,000 compounds, 1.1% hits; Potency, µM (doses to about 108 µM), for inactives: at the top dose activity change, negative = inhibition, most hits filed as inhibitors; purified 12hLO, xylenol orange hydroperoxide absorbance; Polyunsaturated fatty acid lipoxygenase ALOX12 (Homo sapiens), P18054; also: potency is read from the fitted curve at half-maximal effect; % is scaled to controls: 0 for no effect and ±100 for the full control effect
Target sequence (P18054 whole entry, looked up): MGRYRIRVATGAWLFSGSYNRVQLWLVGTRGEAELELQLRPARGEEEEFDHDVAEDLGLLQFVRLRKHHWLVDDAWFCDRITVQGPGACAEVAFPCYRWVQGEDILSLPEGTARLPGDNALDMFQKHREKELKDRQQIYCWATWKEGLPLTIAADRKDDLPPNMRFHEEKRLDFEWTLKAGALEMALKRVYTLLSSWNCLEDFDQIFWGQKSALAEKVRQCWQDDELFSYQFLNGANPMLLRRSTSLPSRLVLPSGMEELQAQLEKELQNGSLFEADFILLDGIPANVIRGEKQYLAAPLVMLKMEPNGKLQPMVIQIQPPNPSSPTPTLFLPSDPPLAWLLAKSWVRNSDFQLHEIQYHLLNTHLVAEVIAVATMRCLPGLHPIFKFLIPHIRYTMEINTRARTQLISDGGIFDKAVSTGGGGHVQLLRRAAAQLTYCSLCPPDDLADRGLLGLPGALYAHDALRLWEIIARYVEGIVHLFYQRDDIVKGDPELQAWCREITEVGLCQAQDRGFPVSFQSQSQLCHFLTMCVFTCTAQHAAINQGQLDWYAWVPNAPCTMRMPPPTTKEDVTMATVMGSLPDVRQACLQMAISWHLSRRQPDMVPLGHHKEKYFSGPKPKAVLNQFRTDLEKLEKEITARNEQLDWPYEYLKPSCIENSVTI
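Hydroperoxide product was detected by ferrous iron/xylenol orange as the 573 to 405 nm absorbance ratio. Arachidonic acid at 40 uM (final) was turned over for 30 min at room temperature by 150 nM human 12hLO, pH 7.0 Hepes buffer, after 15 min compound preincubation.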
Starred values were filed as active, the others as inactive; ? = inconclusive; . = no result given; & = joins results of further samples; [ ] = dose if it differs, or a comment. Unless noted, calls follow the shape of the dose curve; as a rule, active = well fitted curve in the direction sought with a large enough effect; inconclusive = small, poorly fitted or top-dose-only effect, or another doubt; inactive = no such curve, though single readings can be large; an effect the other way counts as inactive or inconclusive. These rows are one share of the data; count on the stated rates, not on these rows.

entry | structure | TRHR ag | BLM helicase inh | ERG-DNA inh | ALOX12 inh | Pol iota inh
1 | Fc1ccc(-c2[nH]ncc2CN(CC2CCC2)CC2CCCO2)c(F)c1 (configuration not stated) | -1.5 | -10% | -2% | -14% | 24%
2 | Cc1cccc2c1-c1sc(C(=O)Nc3cccnc3)cc1CO2 | -0.1 | -10% | -5% | 2% | ?
3 | Cn1cccc1Cc1nnc(SCC(=O)NC2CCCC2)n1CCc1ccccc1 | 0.2 | 1% | 2% | 312%[activator] | -11%
4 | CCSc1nnc(NC(=O)CSc2nnc(C)c(=O)n2N)s1 | 0.8 | -7% | 0% | ? | 143%[activator]
5 | CC1CCN(CC(=O)Nc2cc(C(F)(F)F)ccc2Cl)CC1 | -1.3 | -1% | -5% | -4% | 16%
6 | COc1ccc(C(C(=O)NC(C)(C)C)N(CCc2ccc(OC)c(OC)c2)C(=O)CCC(=O)Nc2cc(C)on2)cc1 (configuration not stated) | -0.8 | -2% | -2% | 0% | 20%
7 | COc1ccc(NC(=O)N2CCN(c3cc(-c4noc(C)n4)ccc3C)CC2)c(OC)c1 | -0.8 | 3% | -5% | -23% | 14%
8 | CCCn1nc(NC(=O)CC(C)C)c2cc3ccccc3nc21 | 0.0 | -4% | -6% | ? | 10%
9 | NC(N)=NS(=O)(=O)c1ccc(NC(=S)NC(=O)Cc2ccc(Cl)cc2)cc1 | 1.0 | -1% | -8% | ? | 22%
10 | COc1cccc(-c2cc(C(=O)Nc3cc(OC)c(OC)c(OC)c3)on2)c1 | -0.8 | -6% | -2% | -21% | 7%
11 | CCn1c(C(=O)N2CCCC(C(=O)N3CCN(c4ccccc4)CC3)C2)cc2sccc21 (configuration not stated) | 0.3 | -1% | -3% | -21% | -8%
12 | O=C(CN1C(=O)CSC1=O)N1CCCC(Nc2ccc(F)cc2)C1 (configuration not stated) | -0.7 | -1% | 4% | -16% | -17%

entry | Pol kappa inh | APEX1 inh | Anesthetic bind | POLB inh
1 | 7% | 3% | -7% | -3%
2 | 3% | -5% | 84%[activator] | -1%
3 | -19% | -4% | -12% | -1%
4 | 2% | -5% | 1% | 6%
5 | 3% | -3% | -13% | 45%
6 | -7% | 41%[activator][12.4 µM] | -14% | 20%
7 | -1%[60.1 µM] | . | -9% | 3%
8 | 0% | 3% | 3% | ?
9 | 0% | -13% | -10% | 4%
10 | -9% | . | -13% | 5%
11 | -16% | . | -8% | -1%
12 | -5% | 4% | -6% | 33%

The list goes on.
entry | structure | TRHR ag | BLM helicase inh | ERG-DNA inh | ALOX12 inh | Pol iota inh
13 | O=C(Cc1cccc2ccccc12)Nc1c(F)cccc1F | -1.6 | -5% | -8% | 125%[activator] | 26%
14 | COc1ccc(/C=N/NC(=O)CSc2n[nH]c(=O)[nH]c2=O)cc1 | -0.9 | -3% | -3% | 2% | 33%[activator]
15 | c1cnc2c(c1)ncc1cscc12 | 0.5 | 3% | 8% | -11% | 28%
16 | CCc1ccc(-n2c(=O)c3c4c(sc3n(Cc3ccccc3C#N)c2=O)CCC4)cc1 | -0.8 | -6% | 4% | 0% | 12%
17 | Cn1ncc(Cl)c1C(=O)Nc1cc(C(F)(F)F)ccc1F | 1.2 | 2% | 0% | 10% | 11%
18 | COc1ccc(OCCCn2c(=O)oc3ccc(C)cc32)cc1 | -0.8 | 0% | -2% | -7% | 11%
19 | COc1cc(C(=O)n2cnc3ccccc32)c([N+](=O)[O-])cc1OC | 0.3 | -8% | 16% | 0% | 23%
20 | CCCCOc1ccc(C(=O)NC)cc1 | -1.6 | 1% | 1% | 423%[activator] | 8%
21 | CC(C)CC(=O)Nc1cccc(-c2nc3ccccc3[nH]2)c1 | -0.6&0.0 | 0%&3% | -3%&1% | -14%&-5% | 17%&6%
22 | O=C(Cc1ccc(S(=O)(=O)N2CCOCC2)s1)N1CCN(S(=O)(=O)c2ccc(Cl)cc2)CC1 | 1.0 | . | 16% | 6% | 57%[activator]
23 | Cc1ccc(NC(=O)C(=O)NN)cc1 | -1.0 | 0% | -6% | -1% | ?
24 | Cc1cccc(CNc2ncncc2-c2ccccc2Cl)c1 | . | -1% | . | -3% | .

entry | Pol kappa inh | APEX1 inh | Anesthetic bind | POLB inh
13 | 6% | -11% | -5% | 34%
14 | -18% | 0% | -2% | 0%
15 | -3% | 0% | -1% | 16%
16 | -7% | . | -3% | -2%
17 | -15% | ? | 6% | 1%
18 | -4% | . | -1% | 2%
19 | 10% | 9% | -15% | -14%
20 | 1% | -1% | 2% | 5%
21 | 3%&5% | -6% | 3%&-9% | -15%&-6%
22 | 0% | 6% | . | .
23 | -8% | 5% | 4% | 11%
24 | 8%[60.1 µM] | 9% | . | .

Carrying on:
entry | structure | TRHR ag | BLM helicase inh | ERG-DNA inh | ALOX12 inh | Pol iota inh
25 | CCOC(=O)C1CCN(S(=O)(=O)c2ccc3c(c2)CC(C)N3C(=O)C2CCC2)CC1 (configuration not stated) | -0.2 | -5% | 0% | 9% | -22%
26 | COc1ccc(C(C(=O)NC(C)C)N(C(=O)CCC(=O)Nc2nccs2)c2ccccc2F)cc1 (configuration not stated) | 0.7 | -4% | 21% | -8% | 6%
27 | CN1CCN(C2CCCCC2NS(=O)(=O)c2ccccc2)CC1 (configuration not stated) | 0.5 | 2% | 0% | ? | -5%
28 | CCN(C(=O)CSc1nc2ccccc2n1CC(=O)N1CCCC(C)C1)c1ccccc1 (configuration not stated) | 0.0 | 2% | 2% | ? | 1%
29 | O=C(N=C1SC2CS(=O)(=O)CC2N1Cc1ccccc1)C1CCCCC1 (configuration not stated) | -0.1 | -1% | 9% | -13% | 15%
30 | Cc1nc2nc(CSc3nnc(C)s3)cc(=O)n2[nH]1 | -0.2 | 9% | -7%&-1% | ? | 9%&15%
31 | COc1ccc(NC(=O)C/C(C)=N/NC(=O)COc2ccc(OC)cc2)cc1 | 0.4 | 0% | 4% | -31% | 15%
32 | Cn1ncc(C#N)c1/N=C/N1CCCC1 | 0.3 | -3% | -6% | 0% | -4%
33 | O=C(CSc1nc2ccccc2c(=O)n1-c1ccc(F)c(Cl)c1)Nc1cccc(S(=O)(=O)N2CCOCC2)c1 | 1.7 | -4% | 7% | -10% | -14%
34 | Cn1cnnc1Sc1ccc(C(=O)OCC(=O)Nc2ccccc2)cc1[N+](=O)[O-] | 0.0 | 5% | 6% | -15% | 13%
35 | Cc1cc(C)cc(C(=O)OCC(=O)Nc2ncccn2)c1 | -0.2 | . | -11% | -9% | -27%
36 | Cc1ccc(S(=O)(=O)N2CC=C(C(=O)NCc3ccccc3)CC2)cc1 | -0.8 | -2% | -19% | 4% | 32%[activator]

entry | Pol kappa inh | APEX1 inh | Anesthetic bind | POLB inh
25 | -9% | 10% | 0% | 3%
26 | -12% | 5% | -14% | 17%
27 | -16% | -4% | 0% | 12%
28 | -1%[60.1 µM] | . | -8% | -1%
29 | 3% | 53%[activator] | -7% | 1%
30 | 4%&-13% | 2% | -11% | 3%
31 | -7% | 14% | 7% | 1%
32 | 7% | 5% | -6% | 89µM*
33 | -3% | -5% | 0% | -20%
34 | -4%[60.1 µM] | -2% | 2% | -3%
35 | ? | -43% | . | .
36 | 4% | 3% | -4% | -1%

Further compounds follow.
entry | structure | TRHR ag | BLM helicase inh | ERG-DNA inh | ALOX12 inh | Pol iota inh
37 | CSc1nc(O)c(N=Nc2ccc(F)cc2F)c(=O)[nH]1 | 0.4 | -1% | 2% | ? | ?
38 | Cn1cc(C(c2ccccc2)c2ccc(Cl)s2)c2ccccc21 (configuration not stated) | 1.1 | -6% | 2% | -16% | 3%
39 | Cc1ccccc1N/N=C/c1ccc(N2CCOCC2)cc1 | -0.6 | 3% | -22% | 7.1µM* | -13%
40 | COc1ccccc1CN(CC(=O)NCC1CCCO1)C(=O)CNS(=O)(=O)c1ccc(C)cc1 (configuration not stated) | 0.1 | 0% | 7% | -1% | 15%
41 | Cc1ccc(-c2cccc(NC(=O)C3C4C=CC(C4)C3C(=O)O)c2)o1 (configuration not stated) | -1.1 | -1% | -3% | -22% | 23%
42 | O=C(NNC(=S)Nc1ccc(Br)cc1)c1cccnc1 | 0.8 | -1% | 11% | 16% | -17%

entry | Pol kappa inh | APEX1 inh | Anesthetic bind | POLB inh
37 | 4% | 44% | 0% | 0%
38 | -12% | . | 8% | 2%
39 | -1% | -3% | -16% | 22%
40 | -4% | -2% | -19% | -12%
41 | -1% | 13% | ? | 3%
42 | -4% | 43% | 4% | -6%

Compound profiles, as listed above:
`COc1ccccc1CN(CC(=O)NCC1CCCO1)C(=O)CNS(=O)(=O)c1ccc(C)cc1` (configuration not stated) across the screens: TRHR ag = 0.1; BLM helicase inh = 0%; ERG-DNA inh = 7%; ALOX12 inh = -1%; Pol iota inh = 15%; Pol kappa inh = -4%; APEX1 inh = -2%; Anesthetic bind = -19%; POLB inh = -12%
`CSc1nc(O)c(N=Nc2ccc(F)cc2F)c(=O)[nH]1` across the screens: TRHR ag = 0.4; BLM helicase inh = -1%; ERG-DNA inh = 2%; ALOX12 inh = ?; Pol iota inh = ?; Pol kappa inh = 4%; APEX1 inh = 44%; Anesthetic bind = 0%; POLB inh = 0%
